GAA glycogen = inhibitors or activators of human alpha-glucosidase glycogen cleavage; P10253; recombinant GAA, glycogen substrate, Amplex Red glucose oxidase fluorescence; Potency, µM (titrated, usually from 76.4 µM), for the others: at the highest dose activity change, negative = inhibition, hits mostly inhibitors; 300,000 compounds, 0.38% hits; AID 2100;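 further: 0% = full enzyme reaction and -100% = no-enzyme basal signal; the screen sought inhibitors and activators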
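qHTS, 1536-well; enzyme 4 nM final; cpd up to 77 uM; substrate bovine liver glycogen 30 ug; 50 mM citrate/phosphate pH 5.0, 0.01% Tween-20; 37 C, 40 min; Amplex Red detection 45 min RT; Hill fit → AC50.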
SMN2 splice up = SMN2 splice variant enhancement. HEK293 SMN2-luciferase splicing reporter, luminescence, 30-36 h. AID 1458. 210,000 compounds, 2.8% hits. Potency, µM (doses to about 46.1 µM), for inactives: top-dose activity change, positive = activation, actives largely listed as activators; further: % of control where 0% means no effect; nearly all actives have a fitted effect of over 55% in size
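HEK293 cells carry an SMN2 minigene-luciferase reporter in which exon 7 inclusion puts luciferase in frame. Cells were seeded at 2000 cells/well, attached for 10-12 hours, then exposed to compounds for 30-36 hours at 37C before ONE-Glo luminescence.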
GoLoco inh red = RGS12 GoLoco-Gai1 interaction inhibition; P63096; Gai1:RGS12 GoLoco peptide FP, rhodamine, 10 min; Potency, µM (highest dose often 61.6 µM), inactives show at the highest dose activity, negative = inhibition, actives largely listed as inhibitors; 230,000 compounds, 0.44% hits; active means well fitted inhibition curve with a large enough effect, not every such curve was filed as active; inactive means no such curve, though single readings can be large or run the other way; further: on the % scale 0 is the no-effect control and ±100 the full control effect; nearly all actives have a fitted effect of over 30% in size; many of its hits are not listed in these tables
GAA inhib = alpha-glucosidase (human) inhibition. Potency, µM (highest dose often 76.9 µM), inactives show top-dose activity change, negative = inhibition, hits mostly inhibitors. purified human GAA, 4-MU-alpha-glucoside fluorescence. AID 1466. 200,000 compounds, 0.005% hits. P10253;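 further: plate controls were uninhibited enzyme wells for no effect and no-enzyme background for full effect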
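AC50 values come from Hill fits of compound titrations (up to 77 uM) against 4 nM human enzyme. Substrate 4-methylumbelliferyl-alpha-D-pyranoside at 400 uM, pH 5.0 citrate buffer, 20 min room temperature; fluorescence Ex 365/Em 440 after alkaline stop.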
JMJD2E inh = blocks human JMJD2E demethylase activity | JMJD2E catalytic domain, FDH-coupled NADH fluorescence (FDH is formaldehyde dehydrogenase) | Potency, µM (doses to about 57.1 µM), for inactives: top-dose activity change, negative = inhibition, hits mostly inhibitors | B2RXH2 | 230,000 compounds, 1.6% hits | AID 2147; active means well fitted inhibition curve with a large enough effect, not every such curve was filed as active; inconclusive means small, poorly fitted or top-dose-only effect, or another doubt; inactive means no such curve, though single readings can be large or run the other way;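 further: 0% = wells with enzyme and -100% = buffer wells without enzyme; nearly all actives have a fitted effect of over 50% in size; many of its hits are not listed in these tables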
Target sequence (B2RXH2 1-337 limits assumed): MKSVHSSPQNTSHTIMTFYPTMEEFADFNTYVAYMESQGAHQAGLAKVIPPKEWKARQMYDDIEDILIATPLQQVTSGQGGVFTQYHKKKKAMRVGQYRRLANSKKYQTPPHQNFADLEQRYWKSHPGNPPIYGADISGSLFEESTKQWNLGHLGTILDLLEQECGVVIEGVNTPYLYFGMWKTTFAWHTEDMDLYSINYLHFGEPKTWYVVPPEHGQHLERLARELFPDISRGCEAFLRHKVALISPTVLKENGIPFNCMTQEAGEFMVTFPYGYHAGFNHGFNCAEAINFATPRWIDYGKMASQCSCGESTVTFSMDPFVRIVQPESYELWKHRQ
aGlu spleen mod = lysosomal alpha-glucosidase (human) modulation | human spleen homogenate, 4-MU-alpha-glucoside fluorescence | Potency, µM (series often up to 79.9 µM), inactives show top-dose activity change, negative = inhibition, usual class: inhibitors | 240,000 compounds, 0.006% hits | AID 2112;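 further: 0% = enzyme with vehicle and -100% = no enzyme basal signal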
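Human spleen homogenate (1 ug) with 4-methylumbelliferyl-alpha-D-glucopyranoside (1 mM final) in 50 mM citrate/phosphate pH 5.0, 0.01% Tween-20; 40 min at 37 C. Stopped at pH 10; 4-MU fluorescence Ex 365/Em 440 nm; AC50 by Hill fit.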
ALDH1A1 block = inhibitors of human aldehyde dehydrogenase 1A1; P00352; Purified ALDH1A1, NADH fluorescence, propionaldehyde substrate; Potency, µM (titrated, usually from 75.3 µM), inactives show at the highest dose activity, negative = inhibition, usual class: inhibitors; AID 1030; 220,000 compounds, 7.3% hits; active means well fitted inhibition curve with a large enough effect, not every such curve was filed as active; inconclusive means small, poorly fitted or top-dose-only effect, or another doubt; inactive means no such curve, though single readings can be large or run the other way;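 further: plate controls were no enzyme wells and a reference inhibitor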
Target sequence (P00352 whole entry, looked up): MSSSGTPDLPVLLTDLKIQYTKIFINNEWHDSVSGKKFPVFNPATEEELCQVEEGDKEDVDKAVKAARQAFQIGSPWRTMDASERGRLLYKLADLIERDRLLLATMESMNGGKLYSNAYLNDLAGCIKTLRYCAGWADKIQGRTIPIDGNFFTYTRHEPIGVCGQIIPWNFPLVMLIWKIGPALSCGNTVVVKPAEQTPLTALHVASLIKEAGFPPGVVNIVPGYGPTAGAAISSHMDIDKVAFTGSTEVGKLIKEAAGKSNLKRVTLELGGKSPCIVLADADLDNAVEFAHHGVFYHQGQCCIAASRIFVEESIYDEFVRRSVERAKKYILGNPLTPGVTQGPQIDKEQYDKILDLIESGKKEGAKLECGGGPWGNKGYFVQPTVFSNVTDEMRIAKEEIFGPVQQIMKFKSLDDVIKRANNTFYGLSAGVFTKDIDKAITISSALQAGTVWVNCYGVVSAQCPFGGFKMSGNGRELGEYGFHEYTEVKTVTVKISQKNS
aGal spleen mod = alpha-galactosidase A (human) modulation | P06280 | human spleen homogenate, 4MU-alpha-Gal fluorescence, 40 min | Potency, µM (doses to about 80 µM), for the others: at the highest dose activity change, negative = inhibition, hits mostly inhibitors | 240,000 compounds, 0.008% hits | AID 2107;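 further: 0% = enzyme with vehicle and -100% = no enzyme basal signal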
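Human spleen homogenate (1 ug) as enzyme source, 4-methylumbelliferyl-alpha-D-galactopyranoside 1 mM final, citrate/phosphate pH 5.0 with 0.01% Tween-20. Compounds 40 min at 37C, NaOH/glycine stop; fluorescence Ex 365/Em 440, Hill-fit AC50.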
* marks the source's active call; other numbers are inactive results; ? = inconclusive; / = not tested or not shown; & = joins results of further samples; [ ] = remark or other dose. Unless noted, the call rests on the fitted dose curve; in most records, active means well fitted curve in the direction sought with a large enough effect; inconclusive means small, poorly fitted or top-dose-only effect, or another doubt; inactive means no such curve, though single readings can be large; an effect the other way counts as inactive or inconclusive. Potency means the concentration at half of the fitted maximal effect.

SMILES	GAA glycogen	SMN2 splice up	GoLoco inh red	GAA inhib	JMJD2E inh	aGlu spleen mod	ALDH1A1 block	aGal spleen mod
Oc1csc(Cc2nc(-c3ccc(Br)cc3)cs2)n1	-1%	?	29%	?	-6%	/	28µM*	-13%
CCn1c(SCC(=O)c2cc(C)n(CC3CCCO3)c2C)nc2ccccc21 (stereo not given)	-11%	-7%	10%	-9%	-18%	-3%	?	-3%
Cc1c(CC(C)C)nc(N)c(C#N)c1-c1ccccc1	2%	?	3%	-1%	?	-14%	?	0%
Cn1cnnc1SCC(=O)n1c2ccccc2c2ccccc21	-3%	-8%	22%	-11%	2%	-1%	?	-2%
CC1(CCc2ccccc2)NC(=O)N(CC(=O)N2CC(=O)Nc3ccccc32)C1=O (stereo not given)	6%	/	10%	-13%	-1%	8%	?	1%
Cc1ccccc1NS(=O)(=O)c1ccc(N2CCCC2=O)cc1	-16%	-8%	0%	-19%	3%	0%	3%	6%
CCOc1ccc(NC(=O)CC(NCc2ccccn2)C(=O)O)cc1 (stereo not given)	5%	/	9%	6%	?	-2%	2%	0%
c1csc(C2Nc3cccc4cccc(c34)N2)c1	-12%	-12%	-6%	-6%	?	-1%	?	5%
O=C(c1ccc(Cl)cc1)C1CCN(C(=O)NC2CCCCC2)CC1	3%	-63%[inhibitor]	-4%	-7%	-3%	1%	?	0%
CC(C)(C)NC(=O)COC(=O)c1ccc(S(=O)(=O)N2CCCCCC2)cc1	-6%	16%	5%	4%	-3%	-1%	11%	4%
CN(Cc1nc2ccccc2n1C)S(C)(=O)=O	-13%	?	2%	-8%	-3%	3%	-9%	7%
CN(C)C(=S)NC(=O)C(c1ccccc1)c1ccccc1	-20%	8%	7%	8%	-2%	-15%	?	-7%
CCCCc1cc2c(c(NC(=O)CC)n1)c(=O)oc1ccccc12	-14%	30%	0%	-1%	?	-1%	?	5%
O=C(Nc1ccn(Cc2ccc(Cl)cc2)n1)c1ccccc1	-6%	13µM*	-2%	4%	-2%	-12%	5%	-1%
COC(=O)C1=CN(CC2CCCO2)C=C(C(=O)OC)C1c1cc(OC)c(OC)c(OC)c1 (stereo not given)	-9%	-19%	5%	?	?	?	?	7%

Entries of single compounds, quoted from the list.
Listed for `CC(C)(C)NC(=O)COC(=O)c1ccc(S(=O)(=O)N2CCCCCC2)cc1` : GAA glycogen = -6%; SMN2 splice up = 16%; GoLoco inh red = 5%; GAA inhib = 4%; JMJD2E inh = -3%; aGlu spleen mod = -1%; ALDH1A1 block = 11%; aGal spleen mod = 4%
Listed for `c1csc(C2Nc3cccc4cccc(c34)N2)c1` : GAA glycogen = -12%; SMN2 splice up = -12%; GoLoco inh red = -6%; GAA inhib = -6%; JMJD2E inh = ?; aGlu spleen mod = -1%; ALDH1A1 block = ?; aGal spleen mod = 5%

More entries
SMILES	GAA glycogen	SMN2 splice up	GoLoco inh red	GAA inhib	JMJD2E inh	aGlu spleen mod	ALDH1A1 block	aGal spleen mod
CC(CN1CCOCC1)OC(=O)c1cccc(Br)c1 (stereo not given)	5%	-1%	8%	0%	-2%	2%	4%	5%
CCCOc1ccc(-c2c(=O)n(OCc3ccc([N+](=O)[O-])cc3)c3ccccc3[n+]2[O-])cc1	10%	-7%	7%	0%	10%	5%	1%	-8%
Cc1cc(C(=O)CSc2nc3ccccc3[nH]2)c(C)n1CC1CCCO1 (stereo not given)	5%	-53%[inhibitor]	4%	0%	-7%	-1%	?	8%
O=C(O)c1ccc(Oc2cccc([N+](=O)[O-])c2)cc1C(=O)O	4%	20%	6%	-2%	2%	1%	8%	6%
Cc1ccc(N(C(=O)CNC(=O)c2ccco2)C(C(=O)NC2CCCC2)c2cccnc2)cc1C (stereo not given)	8%	-4%	3%	-9%	3%	-3%	5%	7%
CC(/C=C/c1ccco1)=N/NC(=O)CNc1ccccc1C	-17%	-14%	19%	-2%	-4%	-3%	-7%	-1%
CN1CCN(C(=O)CSc2cc(=O)n(C)c3ccccc23)CC1	-12%	/	4%	1%	3%	1%	?	4%
COc1ccc(C(=O)N=c2sc3c(C)ccc(OC)c3n2C)cc1OC	-4%	/	18%	/	?	2%	/	21%
Cc1ccc2[nH]c(=O)c(N3CCOCC3)c(-c3ccccc3)c2c1	2%	?	-3%	6%	?	-3%	?	0%
CCC(C)n1c(=O)c(C(=O)Nc2ccccc2S(N)(=O)=O)c(O)c2ccccc21 (stereo not given)	-2%	5%	6%	1%	?	1%	?	3%
O=C(C/C=N/OCc1ccc(Cl)cc1)c1cnc(-c2ccccc2)s1	-2%	-19%	27%	4%	?	-5%	?	-3%
CC(C)(C)OC(=O)N1CCC(C(=O)N[C@@H](Cc2ccccc2)C(=O)O)(c2ccccc2)CC1	8%	26%	-9%	-9%	-2%	2%	9%	1%
Cn1nc(C(C)(C)C)c([N+](=O)[O-])c1C(=O)Nc1ccc(Br)cc1	4%	/	-2%	/	-5%	7%	/	11%
CCc1nc2ccccc2n1CC(O)COc1ccc(NC(C)=O)cc1 (stereo not given)	1%	-9%	9%	1%	10%	0%	17%	3%
COc1cccc(-c2cc(=O)c3cc(NC(=O)c4ccccc4)ccc3[nH]2)c1	11%	-16%	9%[88.7 µM]	-5%[15.4 µM]	-2%	1%[119 µM]	7%&3%	9%[119 µM]
COc1ccc(C(=O)NNC(=O)CSc2nnnn2C)cc1	24%	/	-13%	?	7%	5%	?	-5%
CN(C)S(=O)(=O)N1CCC(c2ccc(F)cc2)C(COc2ccc3c(c2)OCO3)C1 (stereo not given)	-31%	-22%	-20%	-3%	1%	-15%	-26%	-6%
CC(C)(C)c1nnc(NC(=O)c2cccs2)s1	-3%	/	10%	2%	-7%	-9%	3%	4%
Cc1cccc(CC2CC(=O)N(c3ccccc3)C2=O)c1 (stereo not given)	0%	22%	-8%	-2%	-6%	1%	?	-10%
COc1ccc2c(c1)O[C@@H](c1ccc3c(c1)OCO3)[C@H](OC(=O)NC1CCCC1)C2=O	/	-8%	0%	/	-3%	-10%	?	2%
O=C(CCNc1cccc(F)c1)c1cc2ccccc2o1	-2%	-12%	-12%	-5%	?	/	0.025µM*	-3%
O=Cc1cccn1-c1sc2c(c1C(=O)O)CCCC2	10%	-7%	1%	-1%	-4%	3%	5%	-6%
CC(=O)N1CCC2(CCN(Cc3cc(C(F)(F)F)cc(C(F)(F)F)c3)CC2)CC1	/	-13%	2%	/	/	-2%	6%	4%
CCc1c(C)nc2c(C#N)c[nH]n2c1=O	-1%	31%	-2%	-10%	?	1%	?	5%
CC(=O)NC1=NN(c2ccccc2)C(=O)C1	-30%	9%	-15%	-1%	13%	-4%	2%	-8%
Cc1cccc(C(=O)N[C@H](C(=O)Nc2cc(S(=O)(=O)N3CCCCC3)ccc2C)C(C)C)c1	24%	-6%	-17%	-29%	-4%	0%	4%	0%
O=C(O)/C=C\C(=O)Nc1ccc(Oc2ccccc2)cc1	5%	-18%	1%	-3%	-11%	1%	11µM*	8%
Cc1cccc2c(C(=O)O)c3c(nc12)CCCCC3	4%	25%	15%	0%	-10%	-4%	-4%	2%
COc1ccc2sc3ccccc3c(=O)c2c1OC	-2%	19%	3%	2%	4%	0%	-4%	-6%
CC(N=C(NC#N)Nc1ccncc1)C(C)(C)C (stereo not given)	-13%	4%&-8%&-2%&-17%&-21%	6%&8%&7%&5%&-13%	-1%[15.4 µM]	6%&-2%&9%	-4%&4%&1%&-2%&-2%	-4%&-2%&5%&1%	?
Cc1cccc(C)c1OCCCCc1c(C)n[nH]c1C	-1%	-16%	3%	-4%	-3%	-2%	2%	-1%
CC(C)CNC(=O)NC(=O)COC(=O)COc1ccc(Cl)cc1Cl	-4%	/	6%	-11%	6%	-8%	-4%	-1%
COc1ccc(OC)c(NC(=O)CCNS(=O)(=O)c2cccs2)c1	2%	1%	6%	1%	10%	4%	1%	4%
O=[N+]([O-])c1cccc(CNC2CCCCCC2)c1	18%	-10%	10%	9%	8%	2%	8%	-1%
CC(C)(C)n1ncc2c(=O)n(Cc3ccc(Cl)cc3)cnc21	-6%	-28%	6%	-8%	3%	11%	11%	5%
O=C(NCc1cccs1)C(NS(=O)(=O)c1cccc2nsnc12)c1ccccc1 (stereo not given)	-4%	-4%	10%	2%	2%	-7%	-4%	-2%
CCCCN(C(=O)CSc1nnc(-c2ccccc2)n1C)c1c(N)n(Cc2ccccc2)c(=O)[nH]c1=O	3%	/	/	-6%	6%	3%	-3%	-3%
CC1S/C(=N/N=C2CCC(C(C)(C)C)CC2)NC1=O (stereo not given)	?	2%	7%	-12%	0%	0%	?	0%
Clc1ccc2c(c1)C1OCCC1C(c1ccco1)N2 (stereo not given)	-8%	13µM*	10%	?	?	1%	?	18%
CC(C)(CC(=O)O)CC(=O)NNc1ncccc1C#N	1%	/	-8%	/	-18%	1%	/	-1%
CC1=C(C(=O)Nc2ccccc2)C(c2ccco2)C(C#N)=C(SCC(=O)Nc2cccc(C)c2C)N1 (stereo not given)	-6%	-4%	1%	-8%	?	0%	?	9%
Cc1ccc(-c2nn3c(C)nnc3s2)cc1NC(=O)c1cccs1	-11%	14%	24%	?	6%	8%	?	9%
Cc1nnc(NC(=O)CCCOc2ccccc2)s1	2%	13%	2%	?	4%	-13%	?	-4%
NS(=O)(=O)c1ccc(NC(=O)/C=C/c2cccc(Cl)c2)cc1	9%	16%	9%	6%	-7%	-5%	-5%	-7%
COc1ccc(-n2c(COc3cccc4ccccc34)nnc2SC(C)C(=O)O)cc1 (stereo not given)	8%	/	0%	7%	0%	5%	5%	-7%
Cc1cccc(OCC(=O)NC(Cc2c[nH]c3ccccc23)C(=O)O)c1C (stereo not given)	-7%	-26%&1%	16%	-4%	-9%	-3%	5%	4%

Source: PubChem BioAssay

Not all compounds are listed, so the mix of outcomes need not match the whole.
